# Screening data: PubChem BioAssay, several laboratories
# PLAP inhibition – PLAP enzyme inhibitors, biochemical, luminescence, HTS (AID 690). hit rate 0.08% among 96,000. purified PLAP, luminescent substrate; higher % means a stronger effect. inhibition, % at 20 µM, or IC50 in µM where a hit was titrated; in the data active = a potency from the dose series; inactive = the rest, 99 in 100 with inhibition below about 30%; also: strong numbers were not always called active
# MRP resist rev – compounds reversing MRP-mediated drug resistance | H69AR cells + 2 uM doxorubicin, CellTiter-Glo, 72 h | hit rate 0.04% among 85,000 | differential viability (reversal), % at 10 µM;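 active = viability drop by adding the cancer drug above about 55%, with treated viability meeting a 40% cutoff, limit read from the data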;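 also: viability without doxorubicin minus viability with 2 µM doxorubicin for each compound; larger differential means the compound sensitizes cells more to doxorubicin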
# IL1B NFkB pot – enhances IL-1B driven NFkB nuclear translocation. HUVEC IL-1B NFkB p65 nuclear translocation imaging. activation, % at 2 µM. hit rate 0.3% among 94,000. AID 819;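 active = activation above 40%, about the mean plus 3 SD, also judged a hit on visual image review; inconclusive = activation above 40% but not a hit on visual review; inactive = activation not above 40% and no visual hit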;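 also: percent activation is computed from the nuclear over cytoplasmic p65 intensity ratio; values of inactives mirror those of a sister screen read the other way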
# Bcl-B TR3 displacers – displacers of TR3 peptide from Bcl-B, primary screen, selectivity assay for Bfl-1 inhibitor project, biochemical, fluorescence polarization; FP displacement of FITC-TR3 peptide from Bcl-B; higher % means a stronger effect; displacement, % at 20 µM; hits with a dose series show IC50 in µM; hit rate 0.11% among 96,000; AID 748;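 active = displacement above 50% at 20 µM plus a fluorescence interference ratio under 1.5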;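 also: plate controls were wells without compound for no effect and wells lacking Bcl-B protein for full effect; a part of the inactive calls stands beside numbers as strong as those of hits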
# IL1B NFkB inh – blocks IL-1B driven NFkB nuclear translocation in HUVEC cells. HUVEC IL-1B NFkB p65 nuclear translocation imaging. inhibition, % at 2 µM. hit rate 0.43% among 94,000. AID 796;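 active = inhibition above about 30% together with a positive call from visual inspection of the well image, limit read from the data; inconclusive = inhibition above a set limit but visual check negative; inactive = inhibition not above a set limit, visual check negative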;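 also: nuclear over cytoplasmic p65 intensity ratio measured by imaging; 0% = IL-1B stimulated DMSO wells and 100% = unstimulated DMSO wells; values of inactives mirror those of a sister screen read the other way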
# MRP resist rev cytotoxicity – further read-out of MRP resist rev, marked with its call; viability, %; H69AR cells, CellTiter-Glo, 72 h; measured here: cytotoxicity without doxorubicin
# MRP resist rev with doxorubicin – further read-out of MRP resist rev, marked with its call; viability, %; measured here: viability with 2 uM doxorubicin; active compounds read low
# IL1B NFkB inh cell count 2 µM – recorded beside IL1B NFkB inh, whose call it bears; cell count; measured here: cells passing quality filter;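 raw number of nuclei counted in each imaged well without normalization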
# IL1B NFkB pot cell count 2 µM – second read-out of IL1B NFkB pot, no call of its own (marks repeat the call); cell count; measured here: cells passing quality filter
# Numbers without * were called inactive; ? = inconclusive; · = no result given.
Structure	PLAP inhibition	MRP resist rev	MRP resist rev cytotoxicity	MRP resist rev with doxorubicin	IL1B NFkB pot	IL1B NFkB pot cell count 2 µM	Bcl-B TR3 displacers	IL1B NFkB inh	IL1B NFkB inh cell count 2 µM
COc1cccc(C(=O)Cn2c(N3CCOCC3)nc3c2c(=O)n(C)c(=O)n3C)c1	-20%	-8	55	62	·	·	-3%	·	·
CCCCOCCCNC(=O)c1ccc2c(c1)OCO2	2%	1	91	90	12	177	-3%	-12	177
CCC(Sc1nc2cc3c(cc2c(=O)n1Cc1ccco1)OCO3)C(=O)Nc1ccccc1OC (centres undefined)	-1%	-6	8	13	-1	162	6%	1	162
CCOC(=O)c1cnn(-c2cccc(Cl)c2)c1N	12%	12	91	79	-3	151	9%	3	151
CCCc1c(O)nc(SCCN(CCC)CCC)[nH]c1=O	-8%	11	102	91	·	·	-7%	·	·
Cc1nc(SCC(=O)Nc2cc(C)on2)c2c(=O)n(C)c(=O)n(C)c2n1	6%	-5	79	84	-6	43	-7%	6	43
Cc1nnc(OCc2nc3ccccc3n2C)c2ccccc12	-4%	·	·	·	16	172	-14%	-16	172
COc1ccc(C(c2nnnn2CS(=O)(=O)c2ccc(C)cc2)N2CCN(c3ncccn3)CC2)cc1 (centres undefined)	·	11	88	77	-2	70	·	2	70
CC(=O)Nc1ccc(NS(=O)(=O)c2cccc3ccccc23)cc1	-39%	-6	98	103	11	47	-2%	-11	47
Cc1nc2ccccn2c1C(=O)NCc1cccnc1	16%	-1	92	93	?	·	-4%	-90	172
Cc1ccc(CNC(=O)CCCn2c(=O)c3ccccc3n(CC(=O)NC3CCCC3)c2=O)cc1	-39%	8	97	89	·	·	-16%	·	·
CCOC(=O)CC(=O)CSc1nc2c(C)c(C)ccc2cc1C	15%	·	·	·	-6	163	-2%	6	163
CN(C)/C=C1\N=C(c2ccc(Cl)cc2Cl)OC1=O	5%	10	88	78	-7	67	-2%	7	67
O=C(CCC(=O)OCC(=O)c1ccc(Br)cc1)Nc1ccc(Br)c2cccnc12	3%	·	·	·	6	140	6%	-6	140
CC[n+]1c(/C=C/Nc2ccccc2)sc2ccccc21	-1%	·	·	·	-1	101	-15%	0	101
COc1ccc(C)cc1S(=O)(=O)N1CCN(Cc2ccccc2)CC1	-53%	13	95	82	-10	117	8%	10	117
COc1nc(-c2ccccc2)ccc1-c1noc(-c2cccs2)n1	·	·	·	·	-4	139	·	4	139
COC(=O)[C@@H](NC(=O)NCc1ccccc1Cl)C(C)C	17%	16	105	89	7	148	-6%	-7	148
CCNC(=S)N/N=C/c1ccc(OCCOc2ccccc2C)cc1	8%	·	·	·	-1	151	-1%	1	151
Cn1c(=O)c2cc(S(=O)(=O)NCCC(=O)NCCc3ccc(Cl)cc3)ccc2n(C)c1=O	-22%	-10	85	95	·	·	-8%	·	·

# Sorted by value in Bcl-B TR3 displacers (descending): three of the compounds above.
Structure	PLAP inhibition	IL1B NFkB pot	IL1B NFkB pot cell count 2 µM	Bcl-B TR3 displacers
CCC(Sc1nc2cc3c(cc2c(=O)n1Cc1ccco1)OCO3)C(=O)Nc1ccccc1OC (centres undefined)	-1%	-1	162	6%
CCCCOCCCNC(=O)c1ccc2c(c1)OCO2	2%	12	177	-3%
COC(=O)[C@@H](NC(=O)NCc1ccccc1Cl)C(C)C	17%	7	148	-6%

# Further results follow:
Structure	PLAP inhibition	MRP resist rev	MRP resist rev cytotoxicity	MRP resist rev with doxorubicin	IL1B NFkB pot	IL1B NFkB pot cell count 2 µM	Bcl-B TR3 displacers	IL1B NFkB inh	IL1B NFkB inh cell count 2 µM
COc1ccc(OC)c(C(C)NC(=O)c2ccco2)c1 (centres undefined)	7%	-16	22	37	5	90	-6%	-5	90
O=C(Nc1ccccc1SCC1CSc2nc3ccccc3c(=O)n21)c1ccccc1 (centres undefined)	2%	·	·	·	9	136	-2%	-9	136
CC(C)NS(=O)(=O)c1ccc(CCC(=O)NCc2ccco2)cc1	-10%	-1	88	89	·	·	0%	·	·
O=C(c1cc(Cl)cc(Cl)c1)N1CCOCC1	12%	3	97	94	-8	84	-6%	8	84
COC(=O)C(C)NC(=O)C12CC3CC(CC(C3)C1)C2 (centres undefined)	1%	-3	103	106	5	169	-1%	-5	169
Cc1ccccc1NC(=O)c1ccc(CN2CCC(Cc3ccccc3)CC2)cc1	-46%	·	·	·	4	149	8%	-4	149
COCCCNC(=O)COc1ccc(S(=O)(=O)Nc2ccccc2)cc1	4%	18	94	76	14	125	-1%	-14	125
O=C(CSc1nnc(-c2cccnc2)n1C1CCCCC1)NC1CCCCC1	-62%	-7	98	105	2	110	-1%	-2	110
O=C(NCC1CCCO1)C1CCN(C(=O)c2ccc(Br)cc2)CC1 (centres undefined)	-14%	0	76	77	-7	72	-1%	7	72
COC(=O)C1CCN(S(=O)(=O)c2cn(C)c(=O)n(C)c2=O)CC1	-7%	-8	94	102	10	178	3%	-10	178
CCCCC(=O)NC(Nc1cc(C)ccn1)(C(=O)OCC)C(F)(F)F (centres undefined)	-8%	3	92	90	3	120	5%	-3	120
Cc1ccc(N(C(=O)Cn2nnc3ccccc32)C(C(=O)NC2CCCCC2)c2cn(C)nc2C)cc1 (centres undefined)	-16%	19	91	72	23	102	1%	-23	102
CCOC(=O)Oc1ccc2c(=O)c(Oc3cccc(C)c3)coc2c1	2%	·	·	·	5	151	-1%	-5	151
S=C(NCc1ccco1)Nc1cccc(Cl)c1	0%	·	·	·	6	160	-7%	-6	160
Cc1cc(C(F)(F)F)n2nc(C(=O)O)c(Cl)c2n1	-1%	·	·	·	·	·	-4%	·	·
CCOC(=O)CN1CC23C=CC(O2)C(C(=O)Nc2ccc(C(C)=O)cc2)C3C1=O (centres undefined)	9%	1	95	94	23	59	5%	-22	59
COc1cc(NC(=O)CN(c2cc(C)cc(C)c2)S(=O)(=O)c2c(C)noc2C)cc(OC)c1	-2%	0	92	92	6	64	-4%	-6	64
COc1ccc(NC(=O)C2CCN(C(=O)NC3CCCCC3)CC2)c(OC)c1	11%	10	94	84	-14	195	-1%	14	195
Cc1ccccc1NS(=O)(=O)c1cc(C(=O)NCc2ccco2)ccc1C	-16%	9	94	85	5	149	6%	-5	149
C=CCn1c(SCC(=O)/C(C#N)=C(\C)N)nnc1C1CCCCC1	-13%	9	92	84	16	134	-6%	-16	134
C=CCn1c(SCCOC)nc2c1c(=O)[nH]c(=O)n2C	11%	1	87	86	-8	157	1%	8	157
COc1ccc(CCNc2oc(COc3ccccc3Cl)nc2C#N)cc1OC	·	1	89	89	?	·	·	-45	69
COC(=O)CSc1nnc(CNC(=O)c2ccc(OC)cc2OC)n1C	2%	-7	94	102	-2	98	25%	2	98
Cc1sc2nc(C3CC3)nc(NCCNS(=O)(=O)c3ccccc3)c2c1C	·	-9	22	31	7	122	·	-7	122
CCC(=O)NC(=S)Nc1cccc(Cl)c1N1CCCCC1	-5%	·	·	·	0	132	-2%	-1	91
COc1ccc2oc(=O)c(C(=O)N3CCN(c4ccccc4C)CC3)cc2c1	13%	12	92	81	8	153	-5%	-8	153
COc1cc(NC(=O)c2cccc(Cl)c2)c(OC)cc1NC(=O)CN1CCOCC1	-52%	-2	79	81	-21	138	-10%	21	138
CCN(CC)S(=O)(=O)c1cccc(-c2nnc(SCC(=O)NC3CCCC3)n2N)c1	11%	10	96	86	0	132	-12%	0	132
Cc1onc(-c2ccccc2Cl)c1C(=O)Nc1nnc(-c2ccc(F)cc2)s1	-28%	·	·	·	-3	64	1%	3	64
Cc1ccc2c(n1)CC(C)(C)C/C2=N\O	·	3	95	92	10	134	·	-10	134
Cc1cc(=O)oc2cc(OCc3ccc(S(=O)(=O)N4CCOCC4)cc3)ccc12	10%	43	76	34	23	152	-15%	-23	152
CN(c1nc(-c2ccccc2)cs1)C1CCS(=O)(=O)C1 (centres undefined)	15%	12	89	77	21	120	-11%	-21	120
O=C(O)CCCCCNC(=O)Nc1ccc2c(c1)OCCO2	14%	8	101	93	10	186	-6%	-10	186
COc1ccc(-n2c(=S)[nH]c3cc(C(=O)NCc4ccco4)ccc3c2=O)c(OC)c1	-8%	8	98	90	-10	138	-2%	10	138
Cn1c(=O)oc2cc(S(=O)(=O)N3CCC(C(=O)N4CC=C(c5ccccc5)CC4)CC3)ccc21	-57%	2	104	102	19	164	-37%	-18	164
Brc1ccc(-c2nnc(-c3cccc(Br)c3)o2)cc1	4%	-1	78	79	8	174	6%	-8	174
COc1cccc(NC(=O)N2CCC(N3CCCCC3)CC2)c1	·	7	92	86	0	162	·	0	162
O=C(Nc1ccc(Cl)cc1)C1CCN(C(=O)NC2CCCCC2)CC1	-9%	6	97	91	-4	135	-1%	4	135
O=C(c1ccco1)N1CCN(S(=O)(=O)c2ccc(S(=O)(=O)NC3CCCCC3)cc2)CC1	-3%	-32	52	84	9	124	-7%	-9	124
Nc1c(NC2CCCCC2)c2ccccc2oc1=O	8%	14	91	77	21	103	9%	-21	103
CC1(C(=O)Nc2nnc(SCc3ccccc3)s2)Cc2ccccc2C(=O)O1 (centres undefined)	-44%	19	106	87	4	167	-4%	-4	167
CCOC(=O)c1ccc2c(c1)C(=O)N(C1CCCCC1)C2=O	8%	1	94	93	·	·	4%	·	·
COc1ccc(C2C(C#N)=C(N)Oc3cc(N)ccc32)cc1OC (centres undefined)	-31%	·	·	·	1	198	-37%	-1	198
Cc1ccc(C(=O)CSc2n[nH]c(-c3ccco3)n2)cc1C	11%	15	96	81	-8	125	-9%	8	125
CC(=O)C1=C(O)C(=O)N(CCN2CCOCC2)C1c1ccc(N(C)C)cc1 (centres undefined)	·	·	·	·	15	125	·	-15	125
Cc1ccsc1C1NC(=O)c2ccccc2N1 (centres undefined)	·	-18	23	41	4	136	·	-4	136
CC(=O)NC12CC3CC(C1)CC(C(=O)OCC(=O)NC(=O)c1cccn1C)(C3)C2	-15%	3	99	96	4	192	3%	-4	192
COc1cccc(C(=O)Nc2ccc(N(C)C)cc2)c1OC	30%	3	95	92	-6	52	-1%	6	52
CCOC(=O)c1cc(NC(=O)c2ccc(OC)cc2)c(=O)oc1-c1ccccc1	6%	·	·	·	-5	154	-4%	5	154
NC(=O)CNC(=O)[C@@H]1CC2(CC(c3ccccc3)=NO2)CN1C(=O)c1ccc(Br)cc1 (some centres undefined)	-43%	·	·	·	8	121	-2%	-8	121
CC(=O)OCCCN1C(=O)c2ccc(Br)cc2C1=O	-10%	1	98	98	·	·	-12%	·	·

# Seven compounds picked at random from the list so far:
Structure	PLAP inhibition	MRP resist rev	MRP resist rev cytotoxicity	MRP resist rev with doxorubicin	IL1B NFkB pot	IL1B NFkB pot cell count 2 µM	Bcl-B TR3 displacers	IL1B NFkB inh	IL1B NFkB inh cell count 2 µM
O=C(c1cc(Cl)cc(Cl)c1)N1CCOCC1	12%	3	97	94	-8	84	-6%	8	84
Cc1ccccc1NS(=O)(=O)c1cc(C(=O)NCc2ccco2)ccc1C	-16%	9	94	85	5	149	6%	-5	149
COc1ccc(NC(=O)C2CCN(C(=O)NC3CCCCC3)CC2)c(OC)c1	11%	10	94	84	-14	195	-1%	14	195
COC(=O)C(C)NC(=O)C12CC3CC(CC(C3)C1)C2 (centres undefined)	1%	-3	103	106	5	169	-1%	-5	169
COc1ccc(-n2c(=S)[nH]c3cc(C(=O)NCc4ccco4)ccc3c2=O)c(OC)c1	-8%	8	98	90	-10	138	-2%	10	138
COc1ccc(C(c2nnnn2CS(=O)(=O)c2ccc(C)cc2)N2CCN(c3ncccn3)CC2)cc1 (centres undefined)	·	11	88	77	-2	70	·	2	70
Cn1c(=O)oc2cc(S(=O)(=O)N3CCC(C(=O)N4CC=C(c5ccccc5)CC4)CC3)ccc21	-57%	2	104	102	19	164	-37%	-18	164

# Some of the compounds tested; rates above refer to the full screens.
